# High-throughput results (PubChem BioAssay)
# NPY-Y2 PAM-ag: NPY-Y2 potentiators or agonists, primary screen, cell-based; AID 1359, 2008; activation, % at 3.6 µM; 0.45% of 220,000 active; Neuropeptide Y receptor type 2 (Homo sapiens), P49146; cells expressing NPY-Y2, potentiator/agonist read-out; in the data active means activation above about 27%;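 further: cells stimulated with NPY near EC25 plus isoproterenol at EC100; 0% = vehicle plus submaximal agonist and 100% = vehicle plus saturating agonist; some results beyond the cut were filed as inactive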
# PERK inh: block of dimerizer-induced PERK translation repression, primary screen, PERK inhibitor project, CHO PERK-DD cells, SEAP luminescence, HTS; CHO PERK-DD fusion, SEAP luminescence translation reporter; inhibition, % at 5.6 µM; 0.17% of 220,000 active; AID 1416, 2008;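 active means inhibition above the mean inhibition of all tested compounds plus 3 SD, set separately per screening campaign, cut at about 2.9% in these data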;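 further: PERK kinase domain activated by AP20187 dimerizer at 100 nM; 0% = DMSO with dimerizer and 100% = rapamycin at 8.4 µM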
# Ba/F3 V617F tox: reduced viability of JAK2V617F-dependent Ba/F3 cells, primary screen, JAK2V617F inhibitor project, cell-based, Ba/F3 EpoR-JAK2V617F, luminescence; ATP luminescence; AID 1446, 2008; 1.1% of 220,000 active; inhibition, % at 5.6 µM;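 active means inhibition above the campaign mean plus 3 SD over all tested compounds, cut at about 24% in these data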;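 further: cytokine-independent growth of Ba/F3 cells driven by EpoR plus mutant JAK2; 0% = DMSO-treated cells and 100% = JAK inhibitor I control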
# S1P4 ag: S1P4 receptor agonists, primary screen, cell-based | Sphingosine 1-phosphate receptor 4 (Homo sapiens), O95977 | S1P4-expressing cell line, agonist reporter assay | activation, % at 4.98 µM | 0.35% of 220,000 active; in the data active means activation above about 11%;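 further: 0% = DMSO vehicle and 100% = reference agonist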
# Wee1 degr inh: Wee1 degradation inhibitors, primary screen, cell-based, HeLa, Wee1K328M-luciferase, luminescence. Wee1-like protein kinase (Homo sapiens), P30291. HeLa Luc-Wee1K328M stability; 100% = proteasome inhibitor MG132 effect. reporter increase, % at 5 µM. 1.2% of 220,000 active. AID 1321, 2008;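 active means activation above the mean of all tested compounds plus 3 SD, set per screening run, cut at about 8.8% in these data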;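 further: cells exposed to compound for 20 h before luminescence read; 0% = DMSO alone and 100% = MG132 at 30 µM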
# Target sequence (P30291 whole entry K328M): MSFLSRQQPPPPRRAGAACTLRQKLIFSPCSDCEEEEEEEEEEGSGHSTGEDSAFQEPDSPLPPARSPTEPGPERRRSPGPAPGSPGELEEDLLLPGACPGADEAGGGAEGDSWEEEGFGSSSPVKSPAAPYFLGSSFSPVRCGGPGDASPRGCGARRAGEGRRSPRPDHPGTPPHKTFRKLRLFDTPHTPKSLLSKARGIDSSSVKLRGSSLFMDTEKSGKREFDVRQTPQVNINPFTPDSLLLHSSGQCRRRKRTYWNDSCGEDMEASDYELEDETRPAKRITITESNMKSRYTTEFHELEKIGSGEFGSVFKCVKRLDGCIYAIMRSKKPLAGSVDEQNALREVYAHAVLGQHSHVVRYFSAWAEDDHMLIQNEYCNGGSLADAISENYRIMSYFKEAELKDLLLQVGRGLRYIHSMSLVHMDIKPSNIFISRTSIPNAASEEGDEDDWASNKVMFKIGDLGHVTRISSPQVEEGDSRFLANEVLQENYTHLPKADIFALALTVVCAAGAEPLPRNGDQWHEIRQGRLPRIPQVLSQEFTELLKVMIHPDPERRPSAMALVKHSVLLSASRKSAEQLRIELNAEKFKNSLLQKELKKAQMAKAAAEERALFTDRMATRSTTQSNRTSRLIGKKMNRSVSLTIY
# eIF4E-4G inh: eIF4E–eIF4G protein interaction inhibitors, primary screen, biochemical, uHTS, TR-FRET, eIF4GI fragment; TR-FRET eIF4E-eIF4GI(517-606) binding, 2 h; inhibition, % at 21.7 µM; 0.37% of 220,000 active; AID 782, 2007;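 active means inhibition above about 30%, limit read from the data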;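 further: 0% = full FRET control wells and 100% = background wells lacking eIF4GI fragment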
# S1P4 antag: S1P4 receptor antagonists, primary screen, cell-based; S1P4-expressing cells, antagonist mode, reporter read-out; 0.26% of 220,000 active; inhibition, % at 4.98 µM; in the data active means inhibition above about 29%;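 further: 0% = wells stimulated with agonist and 100% = vehicle wells without agonist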
# Mdm2 ligase inh: MDM2-luciferase reporter signal enhancers, primary screen, MDM2 E3 ligase inhibitor project, cell-based, luminescence, 1536-well; E3 ubiquitin-protein ligase Mdm2 (Homo sapiens), Q00987; cell-based MDM2 ubiquitination luciferase reporter, 2 h; 0 = plate control, 100 = twice control, blank-subtracted; signal enhancement, % at 5 µM; 0.11% of 210,000 active;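 active means signal enhancement of 30% or more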;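 further: luminescence tracks abundance of the self-degrading MDM2-luciferase fusion protein; higher signal means inhibition of MDM2 E3 ligase activity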
# Target sequence (Q00987 whole entry, looked up, the tested form may be a part): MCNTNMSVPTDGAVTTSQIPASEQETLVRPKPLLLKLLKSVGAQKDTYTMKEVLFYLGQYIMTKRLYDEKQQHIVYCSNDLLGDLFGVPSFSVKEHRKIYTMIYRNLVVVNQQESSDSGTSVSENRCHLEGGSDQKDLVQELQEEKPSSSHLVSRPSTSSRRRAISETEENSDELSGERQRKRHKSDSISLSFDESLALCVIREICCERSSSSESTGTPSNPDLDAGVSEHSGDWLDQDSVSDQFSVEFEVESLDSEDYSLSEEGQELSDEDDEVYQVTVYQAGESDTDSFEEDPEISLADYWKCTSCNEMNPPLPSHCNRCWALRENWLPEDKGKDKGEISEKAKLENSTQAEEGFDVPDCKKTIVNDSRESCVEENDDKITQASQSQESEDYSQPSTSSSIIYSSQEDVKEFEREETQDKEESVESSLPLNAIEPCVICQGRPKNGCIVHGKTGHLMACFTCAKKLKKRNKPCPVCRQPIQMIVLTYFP
#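 Material: Stable MDM2–luciferase fusion reporter cells | Amount: 2000 cells seeded into each well | Dosing: One concentration, 5 µM, with 0.2% DMSO | Incubation: 4 h cell settling then 2 h compound exposure, 37 °C | Measured by: Luciferase luminescence | Read-out basis: % enhancement relative to plate controls after blank subtraction | Benchmarks: Control and blank well means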
# BaF3 tox: parental Ba/F3 cell viability inhibition, counter-screen for JAK2V617F inhibitor project, murine pro-B, CellTiter-Glo luminescence. CellTiter-Glo ATP luminescence. inhibition, % at 5.6 µM. 1.1% of 220,000 active. AID 1486, 2009;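 active means inhibition above a per-campaign cutoff, the mean inhibition of all tested compounds plus 3 SD, cut at about 27% in these data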;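 further: 0% = DMSO wells and 100% = JAK Inhibitor I control wells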
# Numbers without * were called inactive; / = not tested or not shown; [ ] = dose if it differs, or a comment.
SMILES,NPY-Y2 PAM-ag,PERK inh,Ba/F3 V617F tox,S1P4 ag,Wee1 degr inh,eIF4E-4G inh,S1P4 antag,Mdm2 ligase inh,BaF3 tox
O=C(c1ccco1)N(Cc1ccccc1)c1cccc([N+](=O)[O-])c1,-9,-0.4,6,-0.8,2,4,-12,0,5
Cc1c(NC(=O)CSc2n[nH]c(-c3ccccc3)n2)c(=O)n(-c2ccccc2)n1C,3,0.3,0,1.1,-2,1,-7,5,5
O=C(O)C1CCCCC1C(=O)NCCCn1ccnc1 (centres undefined),4,0.1,-7,-1.6,1,4,-27,-7,2
Cc1cccc(C2c3[nH]c4ccccc4c3CCN2C(=O)c2noc3c2CCCC3)n1 (centres undefined),-8,-1.0,4,-0.7,-1,3,-9,-6,2
Cc1c(-n2cc(C(=O)c3cc(F)ccc3O)cc(C#N)c2=O)c(=O)n(-c2ccccc2)n1C,7,1.5,-2,-1.4,-1,3,-5,-7,-2
O=C(NCCOc1ccc(Cl)cc1)C(=O)NCC1CCCO1 (centres undefined),-8,-0.1,3,0.2,0,2,-3,-5,9
COC(=O)c1c(-n2cnnn2)sc(C)c1C,-10,0.8,3,3.5,1,/,1,-16,2
O=C(CCc1nnc(COc2ccccc2)o1)NCc1ccccc1C(F)(F)F,-6,0.9,-2,-0.1,4,-4,-13,8,5
CCOc1ccccc1NC(=O)C(=O)N/N=C/c1cc(Br)ccc1O,8,-0.3,-1,1.2,-4,0,-1,-14,4
O=C(Cn1nnc(-c2ccc(Cl)cc2)n1)NC1CCN(Cc2ccccc2)CC1,12,1.2,1,0.6,-2,2,6,-11,8
O=C(CNC(=O)c1ccccc1O)N/N=C/c1ccccn1,2,0.9,0,2.8,-3,-6,-19,-4,7
CCOC(=O)c1cnc(N)nc1C(F)(F)F,0,2.5,-2,1.9,4,-2,-30,-19,-4
O=P(COCCOCP(=O)(c1ccccc1)c1ccccc1)(c1ccccc1)c1ccccc1,8,-0.9,-3,-1.9,-2,-5,-14,/,2
O=C(CSCc1c(Cl)cccc1Cl)NCc1ccco1,10,-0.5,-4,1.6,3,0,0,12,-1
CN(C)c1ccc(CNC23CC4CC(CC(C4)C2)C3)cc1,19,0.1,2,1.0,1,/,-20,/,0
O=C(NC1CC1)C1CCN(c2ncnc3c2sc2cccc(F)c23)CC1,6,0.8,0,-0.7,-4,2,-3,-4,4
CCOC(=O)CNC(=O)N1CCCC(CNS(=O)(=O)c2cccs2)C1 (centres undefined),-6,0.7,-1,0.7,2,1,6,-2,8
CCOC(=O)N1CCC(N2CCCC(C(=O)c3cc(F)ccc3OC)C2)CC1 (centres undefined),3,0.0,-1,1.4,3,3,-7,6,3
CCn1c(SC2CCOC2=O)nnc1-c1ccc(Cl)cc1 (centres undefined),-6,0.2,0,-0.3,3,0,-12,-4,7
COc1ccc(N(C)C(=O)CC2(CC(=O)O)CCCCC2)cc1,-6,1.1,-1,-0.8,-3,1,-9,-13,0

# Exported as labelled records: 2 of the compounds above.
SMILES: O=C(CNC(=O)c1ccccc1O)N/N=C/c1ccccn1
  NPY-Y2 PAM-ag: 2
  PERK inh: 0.9
  Ba/F3 V617F tox: 0
  S1P4 ag: 2.8
  Wee1 degr inh: -3
  eIF4E-4G inh: -6
  S1P4 antag: -19
  Mdm2 ligase inh: -4
  BaF3 tox: 7

SMILES: CCOC(=O)c1cnc(N)nc1C(F)(F)F
  NPY-Y2 PAM-ag: 0
  PERK inh: 2.5
  Ba/F3 V617F tox: -2
  S1P4 ag: 1.9
  Wee1 degr inh: 4
  eIF4E-4G inh: -2
  S1P4 antag: -30
  Mdm2 ligase inh: -19
  BaF3 tox: -4

# Carrying on.
SMILES,NPY-Y2 PAM-ag,PERK inh,Ba/F3 V617F tox,S1P4 ag,Wee1 degr inh,eIF4E-4G inh,S1P4 antag,Mdm2 ligase inh,BaF3 tox
CCOc1ccc(-n2c(SCC(=O)Nc3nccs3)nc3c(c2=O)SCC3)cc1,15,0.9,0,0.8,-3,4,-14,5,6
Cc1cccc(OCC(=O)OCC(=O)c2c(N)n(C)c(=O)n(C)c2=O)c1C,7,-0.1,-1,-0.6,-3,-4[fluorescence artefact?],-20,-11,2
CCC(C)NCCOc1ccc(C)cc1[N+](=O)[O-] (centres undefined),-19,0.1,3,-1.3,25*,4,14,-21,9
COCCCN=C1NN=C(c2cc(C)n(-c3ccccc3)c2C)CS1,-5,0.5,-1,2.7,4,3[fluorescence artefact?],11,-36,4
CCC(=O)NC(C)C(c1cccs1)N1CCOCC1 (centres undefined),0,1.2,1,1.4,4,/,-2,/,1
O=C(Cc1c(C(=O)O)[nH]c2ccccc12)Nc1ccc2c(c1)OCO2,7,1.5,-3,2.0,-1,-10[fluorescence artefact?],-6,-7,1
CN1CCN(S(=O)(=O)c2ccc(NC(=O)c3cccc(S(=O)(=O)N4CCCC4)c3)cc2)CC1,9,-0.9,0,1.5,-4,-3,1,-12,-1
COc1ccc2nc(N=NC3=C(O)CC(C)(C)CC3=O)sc2c1,-2,1.3,-1,2.7,4,5,-9,-27,-2
Cc1ccc(N(CC(=O)NCCc2ccccc2)S(=O)(=O)c2c(C)noc2C)cc1,-10,-0.6,-1,-2.6,0,2,-10,-7,2
O=C(O)/C=C/c1ccc2ccccc2n1,-15,0.9,-2,2.7,-1,4[fluorescence artefact?],-25,10,1
Cc1ccc(-c2nnn(CC(=O)N(CCO)C(C(=O)NC3CCCCC3)c3ccncc3)n2)o1 (centres undefined),-6,0.7,2,0.5,-1,4,-9,-6,5
CNc1nnc(-c2ccc(N(C)C)cc2)s1,0,0.3,2,1.6,3,-3,-21,-49,8
CCCCn1c2c(c(=O)n(C)c1=O)C(c1ccc(OC)cc1)N1CCCCCC1=N2 (centres undefined),-1,-0.4,-1,-1.8,1,0,-18,-7,4
Cc1nc(N2CCC(C)CC2)c2nnn(Cc3ccccc3)c2n1,-17,-0.3,4,-0.7,-3,-3,-1,2,8
O=C1S/C(=C\c2ccc(O)c([N+](=O)[O-])c2)C(=O)N1Cc1cccc([N+](=O)[O-])c1,-3,1.5,-2,1.2,-2,7,-6,-7,8
CSCCOC(=O)c1[nH]c2c(c1C)C(=O)CC(c1ccco1)C2 (centres undefined),14,0.6,72*,0.1,-3,6[fluorescence artefact?],-4,0,73*
COc1ccc(OC)c(S(=O)(=O)Nc2ccc(Oc3ccccc3)cc2)c1,-23,-0.6,1,0.5,-1,0,-6,-13,11
O=C(c1cnc2sccn2c1=O)N1CCN(c2ccccc2Cl)CC1,-4,-1.4,0,1.1,-2,98*,-10,-7,1
COCCCNC(=S)N1CCN(C(=O)c2ccco2)CC1,8,0.3,2,5.5,-3,0,-16,-7,9
CC1(C)CC(=O)C=C(N2CCNCC2)C1,13,1.6,0,1.1,0,10,3,-13,3
COc1ccc2c(c1)OC/C(=C/c1cccs1)C2=O,5,0.8,1,1.2,2,3[fluorescence artefact?],-11,-22,3
COc1ccc(C(=O)Nc2nc(C)c(C(=O)N(C)C)s2)cc1OC,5,-0.3,3,-0.7,-1,-4,-6,-15,6
Cc1ccc(NC(=O)Cc2nc(CSc3nnc(-c4ccc5c(c4)OCO5)o3)cs2)cc1,-6,0.1,-5,-1.9,-1,-22,-1,-13,0
CSc1nc(Oc2ccc(F)cc2)c2ccccc2n1,-19,2.0,-3,-0.3,0,15,-7,0,4
O=C1CC(N2CCCCCC2)C(=O)N1c1ccc2c(c1)OCO2 (centres undefined),-4,0.1,-3,0.1,-2,1[fluorescence artefact?],-17,3,1
CCOC(=O)/C(C(C)=O)=C1\OC(=O)c2ccccc21,-8,0.3,5,-2.9,2,7,-11,-18,4
Cc1ccc(SC(c2ccc(C)cc2)C(Cn2cncn2)C(=O)c2ccccc2)cc1 (centres undefined),-7,-0.9,4,0.5,1,-26,-5,-16,7
O=C(c1cc(-c2cccs2)on1)N1CCN(c2ccc(F)cc2)CC1,6,0.9,1,1.9,-2,2,10,9,2
CCOC(=O)c1cc(-c2ccc(OC)cc2F)nc2c1c(C)nn2CCC#N,0,0.8,0,-2.4,5,4,8,-6,6
C(=N\n1cnnc1)/c1ccc2c(c1)OCCO2,18,1.1,-4,-0.9,0,4,-1,-7,-2
Cc1ccc(C)c(OCc2nnc(N)s2)c1,-12,1.1,-2,2.2,2,3,-14,-22,4
COc1cccc(C(=O)NC2CCN(C(=O)N3c4ccccc4Sc4ccccc43)CC2)c1,13,-0.5,-1,-0.5,2,-11,-6,2,10
O=c1c2ccccc2cnn1Cc1n[nH]c(=S)n1-c1ccc(Cl)cc1,5,0.5,-1,-1.2,0,-2,-11,/,6
Nc1nc(SCC(=O)NC2CCCC2)[nH]c(=O)c1-c1ccccc1,-8,1.9,-1,1.6,-1,-3[fluorescence artefact?],1,-7,5
COCCn1c(=O)[nH]c2cc(C(=O)NCCCN3CCN(c4ccc(F)cc4)CC3)ccc2c1=O,3,0.8,0,0.7,-1,-5,-8,-13,5
O=C(OCc1nc2ccccc2s1)c1ccc(Br)s1,-21,1.1,-5,1.2,0,-1,-7,1,1
CC(C)(C)c1cc(CNC2CS(=O)(=O)C[C@@H]2O)cc(C(C)(C)C)c1O (some centres undefined),4,-0.2,-3,-0.1,-1,0,-8,-15,0
NS(=O)(=O)c1ccc(NC2(C(=O)O)CCCC2)cc1,3,-0.2,2,0.6,-1,-1,12,-7,0
CCNc1nc(NC(C)C)nc(ON=C(C)C)n1,9,0.3,-2,-1.1,-1,3,0,-18,1
CC1CCCC(C)N1C(=O)CSCc1ccc(Cl)cc1 (centres undefined),1,-0.6,3,0.8,-1,2,19,-10,6
CN1CCC(C2(O)c3ccccc3CSc3sccc32)CC1 (centres undefined),-3,-0.2,-3,-0.1,-2,0,-5,/,3
Cc1occc1C(=O)Nc1cc(C(C)(C)C)on1,-20,0.0,12,1.5,3,11,-5,1,13
O=C(c1cnsn1)N1CCN(c2ccccc2)CC1,-8,0.6,-1,2.4,4,0,-10,-14,1
CC(C)(C)NC(=O)Cn1c(SCC(=O)NCc2cccs2)nc2ccccc21,17,0.0,3,1.6,-1,-7,-13,-1,9
Cc1cc(C(=O)Cn2ncc(Cl)c(Cl)c2=O)c(C)n1CC(F)(F)F,-12,-0.8,44*,-1.2,3,0,90*,-19,79*
O=C(CN(c1ccccc1)S(=O)(=O)c1ccc(F)cc1)NC1CCS(=O)(=O)C1 (centres undefined),-8,1.0,2,-0.7,2,-2,5,-5,7
COc1ccc(Cc2noc(-c3ccc(OC)c(OC)c3)n2)cc1OC,-28,-1.1,-3,-2.3,0,14,0,-16,2
CCCC(=O)Nc1ccc(C(=O)N/N=C/c2ccc[nH]2)cc1,13,0.6,2,-0.1,5,-4,-16,-4,10
Cc1nc(-c2ccc(S(=O)(=O)Nc3cccc(S(N)(=O)=O)c3)s2)cs1,-10,-1.1,-1,0.9,-1,3,-13,-7,3
CCN1CCN(S(=O)(=O)CC2(C)C3CCC2(C)C(=O)C3Br)CC1 (centres undefined),-6,0.8,4,1.7,1,-1,3,0,11
